Bioassay records (PubChem BioAssay)
KKLEB tox: reduces viability of KKLEB cystic fibrosis airway cells. actives 0.36% (n = 360,000). activity change (cytotoxicity), % at 5 µM. AID 602141. KKLEB CF airway cells viability, ATPlite luminescence, overnight; hits give low values; cells stimulated with P. aeruginosa culture filtrate;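 active = corrected activity change at or below -50% at 5 µM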
CF NFkB inh: inhibitors of cystic fibrosis induced NF-kB | inhibition, % at 5 µM | KKLEB NF-kB-GFP reporter, PAF-induced, GFP fluorescence overnight | actives 0.86% (n = 360,000);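 active = at least 50% inhibition at 5 µM, scaled per plate between neutral and stimulator controls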;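 note: PAF is a Pseudomonas aeruginosa culture filtrate used as stimulus; plate controls were PAF-stimulated DMSO wells for no effect and unstimulated DMSO wells for full effect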
Peg3 promoter: reduces Peg3 promoter-driven luciferase expression in HeLa; HeLa PEG-Prom luciferase reporter, luminescence, overnight; inhibition, % at 20 µM; actives 1.7% (n = 360,000);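 active = inhibition of at least 50% at 20 µM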
Shn3 inh set2: inhibitors of Schnurri-3 3'UTR reporter in osteoblasts. Clone20 osteoblast Shn3 3'UTR firefly luciferase, 24 h. inhibition, % at 12.5 µM. actives 0.52% (n = 360,000). AID 588674;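 active = mean inhibition of at least 75% with every replicate also reaching 75%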;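 note: 0% = median of neutral control wells and 100% = pilot-screen positive control compound; some compounds past the cut are filed as inactive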
CaV13 FRET inh: Primary screen for inhibitors of IQ motif and Ca2+-dependent inactivation inhibitor domain binding in CACNA1D, Förster resonance energy transfer in living cells, …. HEK cells, CFP/YFP FRET ICDI-IQ, plate reader, 10 min; percent FRET-ratio fall versus neutral wells. inhibition, % at 12.3 µM. actives 0.098% (n = 340,000);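 active = mean replicate inhibition of at least 30% and at least 1% of replicates passing that level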;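 note: 0% = median of the neutral control wells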
PDI inh: blocks human protein disulfide isomerase activity | P07237 | PDI insulin aggregation turbidity, A650, 90 min | inhibition, % at 10 µM | actives 0.052% (n = 350,000);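 active = mean inhibition across replicates of 30% or more, whatever share of single replicates reach that level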;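 note: absorbance from insulin aggregation driven by PDI reduction with DTT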
Target sequence (P07237 whole entry, looked up): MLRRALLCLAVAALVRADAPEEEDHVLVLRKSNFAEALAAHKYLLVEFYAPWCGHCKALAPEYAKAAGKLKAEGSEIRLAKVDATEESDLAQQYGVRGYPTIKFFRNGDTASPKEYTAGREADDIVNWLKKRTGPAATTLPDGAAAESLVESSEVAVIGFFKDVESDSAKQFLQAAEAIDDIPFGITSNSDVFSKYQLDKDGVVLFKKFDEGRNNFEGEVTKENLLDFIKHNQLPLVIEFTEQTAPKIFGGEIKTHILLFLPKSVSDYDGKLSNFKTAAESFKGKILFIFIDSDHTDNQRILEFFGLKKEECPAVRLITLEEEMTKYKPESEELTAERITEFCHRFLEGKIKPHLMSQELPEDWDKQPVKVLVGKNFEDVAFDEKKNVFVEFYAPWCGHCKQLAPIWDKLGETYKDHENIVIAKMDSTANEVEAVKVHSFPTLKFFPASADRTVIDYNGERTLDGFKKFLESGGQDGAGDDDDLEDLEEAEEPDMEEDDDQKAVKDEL
NR2E3 ag-1: activates human photoreceptor nuclear receptor NR2E3; GST-NR2E3/biotin-RetCOR TR-FRET, 1536-well; actives 0.12% (n = 320,000); inhibition of corepressor binding, % at 4.78 µM; AID 2300; Q9Y5X4;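 active = percent inhibition above the cutoff of mean plus 3 SD of all tested compounds, set per screening campaign, cut at about 20% in these data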;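 note: 0% = DMSO wells and 100% = biotin wells as full block of FRET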
Target sequence (Q9Y5X4 whole entry, looked up): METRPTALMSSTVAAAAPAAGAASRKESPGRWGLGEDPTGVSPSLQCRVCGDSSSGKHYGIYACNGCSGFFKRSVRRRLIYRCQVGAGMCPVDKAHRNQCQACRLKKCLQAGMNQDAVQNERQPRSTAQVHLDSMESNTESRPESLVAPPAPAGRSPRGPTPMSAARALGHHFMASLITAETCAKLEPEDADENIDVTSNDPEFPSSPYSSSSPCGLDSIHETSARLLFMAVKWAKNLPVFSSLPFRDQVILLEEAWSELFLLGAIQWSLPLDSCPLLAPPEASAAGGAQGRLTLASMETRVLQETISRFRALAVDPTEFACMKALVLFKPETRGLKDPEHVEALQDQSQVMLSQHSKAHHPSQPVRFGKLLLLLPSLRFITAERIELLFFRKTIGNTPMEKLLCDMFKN
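System: GST-tagged NR2E3 plus biotinylated RetCOR corepressor; Buffer or medium: pH 7.5 Tris-based buffer; Probe or stimulus: RetCOR corepressor, biotinylated, 7 nM; Doses: compound at 4.8 µM, single dose; Schedule: 5 h incubation at 4 °C; Technique: time-resolved FRET; Evaluation: percent inhibition of TR-FRET ratio; Replication: one well per compound, singlicate testing.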
Vif inh: blocks HIV Vif function; HEK293T cells, Vif self-association by quenched fluorescence, imaging, 24 h; AID 602346; actives 0.35% (n = 340,000); inhibition, % at 7.49 µM; in the data active = inhibition above about 50%, passing the limit was not always enough; note: some results filed as inactive read as strong as hits
HIF-2a inh: inhibitors of HIF-2a. 786-0 RCC cells HIF-2a reporter, luciferase luminescence, overnight. inhibition, % at 18.8 µM. actives 0.72% (n = 360,000). AID 624352;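 active = inhibition of the luminescence signal of 40% or more relative to plate controls, in a single-dose primary screen at 18.75 µM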
MITF TRPM1 inh: inhibitors of MITF-driven TRPM1 promoter in melanoma cells | SK-MEL-5 TRPM1 promoter luciferase, 24 h | inhibition, % at 12.5 µM | actives 0.83% (n = 330,000) | AID 488899;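 active = mean inhibition across replicates of 60% or more, whatever share of single replicates reaches that level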; note: values of inactives mirror those of a sister screen read the other way
NR2E3 ag-2: agonists of human NR2E3 nuclear receptor | CHO-S Gal4-NCOR/VP16-NR2E3 two-hybrid, luciferase | inhibition of corepressor binding, % at 3.98 µM | actives 0.35% (n = 360,000) | AID 602229;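 active = inhibition above the mean of all tested compounds plus 3 SD, cut at about 70% in these data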;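 note: 0% = DMSO with NR2E3 transfected cells and 100% = cells lacking NR2E3 construct; higher means lower luciferase signal from less NR2E3 corepressor binding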
An asterisk follows results filed as active; . = no result given. Compounds as they come; 3.3% or so of the library scored in one or more.

SMILES	KKLEB tox	CF NFkB inh	Peg3 promoter	Shn3 inh set2	CaV13 FRET inh	PDI inh	NR2E3 ag-1	Vif inh	HIF-2a inh	MITF TRPM1 inh	NR2E3 ag-2
Cc1cc(C)c(S(=O)(=O)Nc2nnc(C(C)C)s2)c(C)c1	10	6	-6	5	-6	0	.	-1	7	12	-47
Cc1c(Cl)cccc1N/C(SCC(=O)N1CCCCCC1)=C(/C#N)c1nc2ccccc2s1	-65*	54*	45	45	-3	4	-4	-14	36	46	-12
CCOC(=O)c1ccc(NS(=O)(=O)c2ccc3c(c2)n(C)c(=O)n3C)cc1	-2	-12	20	49	-3	-4	2	.	12	11	9
Cc1nc(C)c(CCNC(=O)c2ccccc2)s1	4	20	0	-6	-6	0	-2	-7	7	11	-2
CCN(CC)S(=O)(=O)c1ccc(Cl)c(NC(=O)COC(=O)c2cccn2C)c1	6	3	9	0	4	7	7	-16	8	-4	12
Cc1cc(C)nc(OC(C(=O)O)C(OCC(C)C)(c2ccccc2)c2ccccc2)n1 (stereo unspecified)	13	6	18	4	-19	7	-1	1	22	4	-2
COc1ccc(-c2cc3cc(OC)c(OC)cc3c(C)n2)cc1C	5	-5	-28	-12	2	-4	-3	-3	-63	-29	-6
Cc1cc(OCCOCCN2CCCC2)ccc1C(C)C	-3	12	13	-6	-6	5	1	-2	9	8	-10
Cc1cc(C)nc(SCc2cccc(C(=O)O)c2)n1	1	14	-1	2	-10	-11	-1	-3	31	-1	-17
O=C(N/N=C/C=C/c1ccccc1)c1ccncc1	6	-5	10	-15	-5	5	-4	-4	16	14	-9
CCOC(=O)C1CCCCN1C(=O)CCc1c(C)nc2cc(-c3ccccc3)nn2c1C (stereo unspecified)	3	-19	-37	15	-7	6	3	-4	75*	.	-9
O=C(COC(=O)/C=C/c1ccccc1)Nc1ccc(Cl)cn1	-4	3	-2	4	-6	-2	3	4	-1	9	5
CC(C)Cc1nn2c(=O)cc(O)nc2s1	4	-9	-1	-2	-6	-3	4	7	10	9	-13
CCn1c(SCC(=O)Nc2nc(C)cs2)nnc1-c1ccncc1	10	-3	16	9	-3	-8	-1	14	9	1	-16
CCCC(=O)NC1CCCc2c1cnn2-c1ccc(C)c(C)c1 (stereo unspecified)	0	4	-57	-15	-6	10	-2	4	-86	-22	-56

Single values from above:
CCN(CC)S(=O)(=O)c1ccc(Cl)c(NC(=O)COC(=O)c2cccn2C)c1 – Peg3 promoter = 9
COc1ccc(-c2cc3cc(OC)c(OC)cc3c(C)n2)cc1C – Peg3 promoter = -28

Continued:
SMILES	KKLEB tox	CF NFkB inh	Peg3 promoter	Shn3 inh set2	CaV13 FRET inh	PDI inh	NR2E3 ag-1	Vif inh	HIF-2a inh	MITF TRPM1 inh	NR2E3 ag-2
CCN(C(=O)CSc1ncn[nH]1)c1c(N)n(Cc2ccccc2)c(=O)[nH]c1=O	15	-22	-7	-9	-2	0	-2	-2	-3	11	14
NC(Cc1ccc(Cl)cc1)c1csc(Nc2ccc(C(=O)NCCCO)cn2)n1 (stereo unspecified)	5	7	17	8	-4	-1	.	9	-1	.	-17
Cc1ccc(S(=O)(=O)N2CCN(C(=O)COc3ccc(NC(=O)c4ccco4)cc3)CC2)cc1	11	-15	3	12	-7	-1	-2	-1	-1	0	-17
CCN(CC)CCC#CC(O)(c1ccccc1)c1ccccc1	0	-8	-8	8	-6	10	1	4	4	5	-5
CCOC(=O)c1nc(-c2ccccc2)oc1N(C)C	0	-3	-25	-14	-6	4	2	22	-42	-1	-8
CC(=O)c1ccc(NC(=O)c2onc(C)c2Cl)cc1	7	-5	-235	-91	-20	6	-1	-2	-131	-48	-114
CCOc1ccc(N2CC(C(=O)Nc3ccc(N4CCOCC4)cc3)CC2=O)cc1 (stereo unspecified)	2	8	9	4	-5	0	-2	25	16	-7	27
CC(c1ccon1)N(C)Cc1cn[nH]c1-c1ccc(F)cc1F (stereo unspecified)	-8	20	2	16	-4	6	-3	-7	13	8	-1
COc1ccc(-c2[nH]ncc2CN(C)C(C)c2cccs2)c(F)c1 (stereo unspecified)	-10	4	31	8	-4	6	-1	31	18	7	-23
CCCOc1ncnc2c1sc1nc3c(cc12)COC(C)(C)C3	16	10	-194	49	-4	-5	-3	-4	-244	-68	-5
NS(=O)(=O)c1ccc(Nc2ccc3nonc3c2[N+](=O)[O-])cc1	-7	1	-12	1	-19	21	-1	2	15	-8	-11
Cc1cccc(NC(=O)NC(C)C(c2cccs2)N2CCOCC2)c1 (stereo unspecified)	-10	-12	-17	-11	-3	.	3	5	15	.	-36
COc1ccc(CN2C(=O)C(CC(=O)NC3CCCCC3)CC(C(=O)N(C(C)C)C(C)C)=C2C)cc1 (stereo unspecified)	1	-2	2	-17	-5	1	.	-5	-6	.	8
COc1cc(-c2cc(C(=O)Nc3cccc(C(C)=O)c3)c3ccccc3n2)cc(OC)c1OC	-9	46	38	23	-3	-22	8	-1	-1	-7	16
CCc1ccc(C(=O)COC(=O)c2cc([N+](=O)[O-])ccc2N2CCOCC2)cc1	-4	1	20	42	-6	-4	-3	6	17	24	-17
CC(C(=O)NC1CCCCC1)N1CCN(C)CC1 (stereo unspecified)	-3	1	5	-4	-3	-5	-5	0	9	-10	-20
O=C(C(Cc1ccccc1)N1C(=O)C2C3C=CC(C3)C2C1=O)N1CCCCC1 (stereo unspecified)	-18	15	13	11	-5	4	0	10	8	13	-15
COc1ccccc1NC(=O)CSc1ccc(-c2ccc(-n3ccnc3)cc2)nn1	-9	12	-15	6	-2	0	-2	-15	-72	5	-26
COc1ccc(NC(=O)CCCCCn2nnc3ccccc3c2=O)cc1OC	12	-23	4	15	-2	-5	1	1	6	3	-21
O=C1CCC/C(=N/NC(=O)C2CCN(S(=O)(=O)c3cccs3)CC2)C1	-2	0	12	-5	-6	-5	1	-7	3	9	-20
CCCC(=O)N1CCN(c2nnc(-c3ccc(C)cc3)c3ccccc23)CC1	17	-8	6	20	-4	5	2	-23	13	14	-36
CCN(CC(=O)Nc1ccc(NC(C)=O)cc1)C(=O)c1ccc(N(C)S(=O)(=O)c2ccc(C)cc2)cc1	14	-14	-5	-18	-2	2	.	13	7	14	-22
CCc1ccc(C(=O)COC(=O)CNC(=O)c2ccc(Br)o2)cc1	1	-21	3	-18	-3	0	0	1	-2	1	-15
COc1ccc(N2C(=O)CC(N(C)CCc3ccc(OC)c(OC)c3)C2=O)cc1 (stereo unspecified)	14	-20	14	11	-12	-11	-2	5	13	2	-8
CCOC(=O)C1CCN(c2ccc(Cl)nn2)CC1	2	-4	-12	-1	-13	12	0	3	6	-8	-37
Cn1c(SCC(=O)NCCN2C(=O)CSC2=O)nc2ccccc2c1=O	-8	26	-3	20	-4	4	1	1	2	-5	6
Cc1ccc(CN(Cc2cc3cc4c(cc3[nH]c2=O)OCCO4)Cc2nnnn2Cc2ccco2)cc1	-8	-9	15	0	-3	3	4	0	-4	-6	-9
Cc1cc(C)nc(/N=C2/NC(=O)CS2)n1	6	2	6	-3	-9	3	-1	-1	-10	7	-19
O=C(COC(=O)c1cccc2ccccc12)Nc1cccnc1Cl	3	0	-15	-10	8	7	2	9	-11	-13	-10
Cc1cc(C(=O)Nc2nc3c(s2)CCCC3)cs1	2	-9	-185	-24	-5	-6	4	-7	-140	-7	-148

Some of the entries so far, in markdown:
| mol | KKLEB tox | CF NFkB inh | Peg3 promoter | Shn3 inh set2 | CaV13 FRET inh | PDI inh | NR2E3 ag-1 | Vif inh | HIF-2a inh | MITF TRPM1 inh | NR2E3 ag-2 |
| --- | --- | --- | --- | --- | --- | --- | --- | --- | --- | --- | --- |
| CCc1ccc(C(=O)COC(=O)c2cc([N+](=O)[O-])ccc2N2CCOCC2)cc1 | -4 | 1 | 20 | 42 | -6 | -4 | -3 | 6 | 17 | 24 | -17 |
| CC(C(=O)NC1CCCCC1)N1CCN(C)CC1 (stereo unspecified) | -3 | 1 | 5 | -4 | -3 | -5 | -5 | 0 | 9 | -10 | -20 |
| O=C(C(Cc1ccccc1)N1C(=O)C2C3C=CC(C3)C2C1=O)N1CCCCC1 (stereo unspecified) | -18 | 15 | 13 | 11 | -5 | 4 | 0 | 10 | 8 | 13 | -15 |
| COc1ccccc1NC(=O)CSc1ccc(-c2ccc(-n3ccnc3)cc2)nn1 | -9 | 12 | -15 | 6 | -2 | 0 | -2 | -15 | -72 | 5 | -26 |
| COc1ccc(NC(=O)CCCCCn2nnc3ccccc3c2=O)cc1OC | 12 | -23 | 4 | 15 | -2 | -5 | 1 | 1 | 6 | 3 | -21 |
| O=C1CCC/C(=N/NC(=O)C2CCN(S(=O)(=O)c3cccs3)CC2)C1 | -2 | 0 | 12 | -5 | -6 | -5 | 1 | -7 | 3 | 9 | -20 |
| CCCC(=O)N1CCN(c2nnc(-c3ccc(C)cc3)c3ccccc23)CC1 | 17 | -8 | 6 | 20 | -4 | 5 | 2 | -23 | 13 | 14 | -36 |
| CCN(CC(=O)Nc1ccc(NC(C)=O)cc1)C(=O)c1ccc(N(C)S(=O)(=O)c2ccc(C)cc2)cc1 | 14 | -14 | -5 | -18 | -2 | 2 | . | 13 | 7 | 14 | -22 |
| CCc1ccc(C(=O)COC(=O)CNC(=O)c2ccc(Br)o2)cc1 | 1 | -21 | 3 | -18 | -3 | 0 | 0 | 1 | -2 | 1 | -15 |
| COc1ccc(N2C(=O)CC(N(C)CCc3ccc(OC)c(OC)c3)C2=O)cc1 (stereo unspecified) | 14 | -20 | 14 | 11 | -12 | -11 | -2 | 5 | 13 | 2 | -8 |
| CCOC(=O)C1CCN(c2ccc(Cl)nn2)CC1 | 2 | -4 | -12 | -1 | -13 | 12 | 0 | 3 | 6 | -8 | -37 |
| Cn1c(SCC(=O)NCCN2C(=O)CSC2=O)nc2ccccc2c1=O | -8 | 26 | -3 | 20 | -4 | 4 | 1 | 1 | 2 | -5 | 6 |
| Cc1ccc(CN(Cc2cc3cc4c(cc3[nH]c2=O)OCCO4)Cc2nnnn2Cc2ccco2)cc1 | -8 | -9 | 15 | 0 | -3 | 3 | 4 | 0 | -4 | -6 | -9 |

Next part:
SMILES	KKLEB tox	CF NFkB inh	Peg3 promoter	Shn3 inh set2	CaV13 FRET inh	PDI inh	NR2E3 ag-1	Vif inh	HIF-2a inh	MITF TRPM1 inh	NR2E3 ag-2
CCOCCn1c(N2CCCC2)nc2c1c(=O)[nH]c(=O)n2C	3	-14	3	-7	-5	13	-8	-3	23	0	-24
O=C(CCCN1C(=O)c2cccc3cccc(c23)C1=O)NCCN1CCOCC1	-3	-6	10	12	0	7	-3	1	6	0	-15
NS(=O)(=O)c1ccc(NC(=O)c2ccc(COc3ccccc3)o2)cc1	-18	11	17	17	-5	-1	3	-8	14	19	-2
CC(=O)c1ccc(NC(=O)c2ccn(C(=O)OCC(C)C)n2)cc1	-3	-8	-174	-42	-2	-13	-5	-8	-100	-17	-88
Cc1ccc(C(=O)NC(C)c2nnc(SCC(=O)NC3CCCC3)n2C)cc1 (stereo unspecified)	-16	8	13	6	.	0	.	10	11	2	-22
